Insulin prom inh: inhibitors of insulin promoter-driven GFP, primary screen, imaging, TRM-6 cells (human fetal islet line), eGFP reporter, cell count; inhibition, % at 2 µM; 130,000 compounds, 0.9% hits; AID 1273, 2008; reporter expression induced with tamoxifen;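 active = inhibition above the mean plus 3 SD, with well images judged a real hit on visual review, cut at about 60% in these data, passing the limit was not always enough; inconclusive = inhibition over the cutoff but images rejected on review; inactive = inhibition not above the cutoff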
sdo1 growth: growth rescue of sdo1-depleted yeast, primary screen, S. cerevisiae, bone marrow failure model. z-score at 10 µM. 140,000 compounds, 0.21% hits. AID 817, 2007. S. cerevisiae sdo1-depleted JHY4D growth rescue, OD600 30 h; hits give high values; pdr5 snq2 efflux-pump mutant strain;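 active = z-score above 3 at both the 24 hr and the 30 hr optical density reads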;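 note: z-score against mean and SD of all compound wells on the same plate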
sdo1 growth Rescue 24 h: further read-out of sdo1 growth, marked with its call; z-score; S. cerevisiae sdo1-depleted JHY4D growth rescue, OD600; measured here: growth rescue at 24 h;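 0 is the plate mean of compound wells and units are plate SD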
* marks the source's active call; other numbers are inactive results; ? = inconclusive; / = no result given; [ ] = dose if it differs, or a comment.

Results follow in this order: Insulin prom inh | sdo1 growth | sdo1 growth Rescue 24 h
1: O=C(Nc1ccc2c(c1)CCC2)c1ccccc1F
  / | -0.17 | -0.82
2: CC1CN=C2C(C(=O)Nc3ccccc3)=C(O)CC(c3ccccc3)N21 (stereo not given)
  6.9 | -1.08 | -0.34
3: Fc1ccccc1C(c1nnnn1Cc1ccc2c(c1)OCO2)N1CCN(Cc2ccco2)CC1 (stereo not given)
  / | -0.47 | -0.61
4: COc1ccc(N(CC(=O)N2CCc3ccccc32)S(=O)(=O)c2c(C)n[nH]c2C)cc1
  / | -0.32 | -0.67
5: CCc1ccc(-c2cc(C(=O)Nn3cnnc3)c3ccccc3n2)cc1
  10.0 | 3.04 | 1.05
6: CCOc1ccccc1Nc1ncccc1C(=O)N1CCCC1
  -21.4 | 0.3 | 0.08
7: Cc1c(NC(=O)C2(c3ccccc3)CCOCC2)c(=O)n(-c2ccccc2)n1C
  31.2 | 0.19 | -0.55
8: O=C(CSc1nnc(-c2cccc(S(=O)(=O)N3CCCCC3)c2)o1)c1ccc[nH]1
  0.0 | -2.09 | -1.66
9: CCOc1cc(CNc2ccc(OC)cc2)cc(Br)c1OCC(=O)NC(C)(C)C
  / | -0.03 | -0.25
10: Nc1ccccc1NC(=O)c1ccccc1N
  50.0 | 0.36 | 0.18
11: CCOC(=O)C1=C(O)C(=O)N(Cc2cccnc2)C1c1ccc(OC)cc1 (stereo not given)
  29.4 | / | /
12: Cn1c(=O)c2c(SCc3cccc(C(F)(F)F)c3)nc(-c3ccco3)nc2n(C)c1=O
  / | -1.1 | -0.23
13: Cc1nn(-c2ncc(C(F)(F)F)cc2Cl)c(=O)n1-c1ccccc1Cl
  21.4 | 0.69 | 1.23
14: COc1ccc(Cc2nnc(Nc3ccc(C)cc3C)[nH]c2=O)cc1
  40.0 | 0.2 | 0.1
15: CC(C)C(=O)NC(NC(=S)Nc1cccc2cccnc12)C(Cl)(Cl)Cl (stereo not given)
  -8.8 | -0.74 | -0.67
16: CN1CCN(C(=O)c2ccc(CN3CCOCC3)cc2)CC1
  / | 0.93 | 2.18
17: O=C1CC(c2ccccc2)n2nc(NC(=O)c3ccccn3)nc2N1 (stereo not given)
  / | 0.82 | 0.77
18: COc1ccc(NC(=O)Nc2ccc(F)cc2F)cc1
  -50.0 | / | /
19: COc1ccccc1Oc1ccc(N/C=C2/CCCC2=O)cc1
  -87.1 | -0.02 | -0.24
20: CC(=O)Nc1ccc(NC(=O)COC(=O)c2ccccn2)cc1
  -47.4 | / | /
21: N=c1n(-c2ccccc2)c(O)cc(=O)n1-c1ccccc1
  / | 1.24 | 0.4
22: Nc1ccc2c3c(cccc13)C(=O)N(c1ccccc1)C2=O
  -164.7 | / | /
23: N#C/C(=C/c1cn(-c2ccccc2)nc1-c1cccc(S(=O)(=O)N2CCCC2)c1)C(=O)NCc1ccco1
  7.1 | -0.49 | -0.1
24: COC(=O)c1ccccc1NC(=O)CNC(=O)c1ccc(OC)cc1
  -10.0 | / | /
25: COC(=O)NC1CCS(=O)(=O)C1 (stereo not given)
  / | -0.07 | -0.59
26: CCOc1ccccc1C1C(C#N)=C(SCC(=O)OC)NC(=O)C1C(=O)OC (stereo not given)
  -2.8 | 0.51 | 0.49
27: Cc1cccc(-c2nnn(Cc3nnc(NC(=O)c4ccccc4)s3)n2)c1
  -26.9 | -0.89 | 0.25
28: CCOC(=O)C1CN(S(=O)(=O)c2ccccc2)C1
  -32.1 | 1.11 | 0.12
29: FC(F)(F)c1cccc(N2CCN(Cc3cccnc3)CC2)c1
  / | -0.02 | 0.11
30: COc1ccc(C(CC(=O)O)NC(=O)C2CCCCC2)cc1 (stereo not given)
  21.4 | 0.21 | -0.49
31: Cc1cccc(OCCCC(=O)Nc2ccc(S(=O)(=O)N3CCCC3)cc2)c1
  -4.3 | -0.96 | 0.03
32: CC1(C)CC(=O)c2cnc(N)nc2C1
  37.1 | 0.59 | 0.03
33: CCOC(=O)c1c(NC(=O)Cn2nc(C(F)(F)F)cc2C)sc(C)c1C
  -77.8 | -0.71 | -0.51
34: O=[N+]([O-])c1ccccc1Oc1cnc2ccccc2n1
  -7.7 | / | /
35: O=C1CCC([N+](=O)[O-])C(c2ccc(Br)cc2)N1 (stereo not given)
  50.0 | 0.58 | 0.36
36: O=C(C(Sc1ccccc1)c1ccccc1)N1CCOCC1 (stereo not given)
  / | 0.84 | 0.9
37: CCOc1cc2c(C#N)c(N3CCNCC3)nc(N)c2c(N)n1
  -20.0 | 0.23 | 0.06
38: C=CCNC(=O)CSc1cc([N+](=O)[O-])cc(S(=O)(=O)Cc2ccccc2)c1
  7.9 | 0.47 | 0.02
39: CC(C)(C)C(=O)Nc1ccc(C(=O)OC2CCCCC2)cc1
  0.0 | -0.02 | 0.28
40: Cc1c(Cl)cccc1NC(=O)Nc1ccc(C(N)=O)cc1
  -20.0 | / | /
41: Cc1nn(CC(=O)N2CCN(C)CC2)c(=O)c2ccccc12
  -18.2 | / | /
42: O=C(Cc1ccc(Br)cc1)N1CCN(c2ccccc2O)CC1
  -39.3 | -0.52 | -0.57
43: CC(C)(C)C(=O)Nc1ccnc(-c2cccnc2)n1
  26.7 | 0.48 | -0.13
44: OC(CNCc1ccco1)COc1ccccc1 (stereo not given)
  / | 1.64 | 2.8
45: CCOCCN(C(=O)COC)c1cccc(OC)c1
  -38.9 | -1.11 | -0.27
46: O=C1c2ccccc2C(=O)N1c1ccc(-c2nc3ccccc3o2)cc1
  / | -1.9 | -1.16
47: CCN1CCN(C(=O)Nc2cccc3ccccc23)CC1
  -20.0 | 1.65 | 3.22
48: Cc1ccc(NC(=S)NNC(=S)NCc2ccccc2)cc1
  18.4 | 0.01 | -0.25
49: O=C(Nc1ccc(-c2cn3ccccc3n2)cc1)c1ccco1
  -53.9 | -0.53 | -1.24
50: Cc1[nH]nc2ncc(C(=O)c3ccccc3O)cc12
  80.0* | -0.53 | -0.75
51: c1ccc2c(CNn3cnnc3)cccc2c1
  18.9 | 1.84 | 1.72
52: O=C(COc1ccc(Cl)cc1)NCCCn1ccnc1
  / | -0.28 | 0.45
53: Cc1c(Cl)c(=O)oc2cc(OCC(=O)NCc3cccs3)ccc12
  -1.3 | 2.55 | 3.39
54: O=c1c2cccnc2[nH]c(=S)n1CCCN1CCN(c2ccccc2F)CC1
  / | -0.13 | 0.26
55: Cc1ccc(C(=O)N2CCN(c3ccc(NC(=S)NC(=O)c4cccs4)cc3)CC2)cc1
  -52.9 | / | /
56: O=C(COc1ccc([N+](=O)[O-])cc1)Nc1cc(C(=O)O)cc(C(=O)O)c1
  -8.3 | / | /
57: Cc1cc(Nc2cccc(F)c2)nc(-c2ccccc2O)n1
  -107.1 | -1.53 | -1.19
58: CCCCCOc1ccc(C(=O)NC(CCC)C(=O)O)cc1 (stereo not given)
  / | -0.27 | -1.14
59: CCC(=O)Nc1ccc(NC(=O)Cc2ccccc2)cn1
  4.8 | 1.02 | 1.05
60: O=C(N/N=C/c1nn(-c2ccccc2)cc1-c1ccccc1)c1ccncc1
  / | -1.41 | -0.41

Carrying on:
Results follow in this order: Insulin prom inh | sdo1 growth | sdo1 growth Rescue 24 h
61: COc1ccc(Cl)cc1N(CC(=O)N/N=C/c1ccc(OC(C)C)cc1)S(=O)(=O)c1ccc(C)c([N+](=O)[O-])c1
  -28.9 | 0.05 | -0.42
62: O=C(COc1ccc(-c2nnco2)cc1)N1CCN(S(=O)(=O)c2ccccc2)CC1
  / | 0.41 | 0.24
63: O=C(N/N=C\c1cccnc1)c1cc(-c2ccc(Cl)s2)[nH]n1
  -25.0 | / | /
64: O=S(=O)(NCC(Nc1ccc(Cl)cc1)c1ccccc1)c1ccccc1 (stereo not given)
  -50.0 | -1.15 | 0.37
65: COc1ccc(S(=O)(=O)N2CCSC2c2ccc(OC)c(OC)c2)cc1 (stereo not given)
  / | -0.9 | -0.96
66: CCOC(=O)CNC(=O)CSc1cc(C)nc2ccc(OC)cc12
  -7.7 | / | /
67: COc1cc(/C=C2\SC(=Nc3ccc(F)cc3)N(c3ccc(F)cc3)C2=O)ccc1OCC(=O)O
  0.0 | / | /
68: CC1(C)CNC(=O)c2sc(N3CCCCC3)nc2C1
  / | 0.84 | 1.44
69: Cc1cc(Cl)ccc1NC(=O)Nc1c(C)n(-c2ccccc2)c(=O)n1C
  7.0 | 0.37 | -0.72
70: Oc1ccc(-c2[nH]ncc2-c2ccc(Cl)cc2)c(O)c1
  57.6 | -1.27 | -0.59
71: N#CCOc1nc(N2CCOCC2)nc(N2CCOCC2)n1
  24.3 | 0.54 | 0.38
72: O=C(CSc1ccc(-c2ccco2)nn1)Nc1ccccc1
  ? | / | /
73: CC1(C)CC(=O)C2=C(C1)N(c1ccccc1C#N)C(N)=C(C#N)C2c1cccs1 (stereo not given)
  40.0 | 0.78 | 1.2
74: CCOC(=O)N1CCC(N2CCN(c3cc(C)ccc3C)CC2)CC1
  -16.2 | 0.01 | -0.1
75: Cn1c(=O)c2cc(S(=O)(=O)N3CCOCC3)ccc2n(C)c1=O
  -276.9 | 2.1 | 1.41
76: O=C1N/C(=N\N=C\c2cccnc2)SC1Cc1ccc(SC(F)F)cc1 (stereo not given)
  -1.8 | -1.27 | -0.56
77: CC(=O)N/N=C/c1cc([N+](=O)[O-])ccc1OCCOc1ccccc1
  / | -1.78[8 µM] | -1.39
78: COc1ccc(-c2nsc3c(SCc4ccccc4)ncnc23)cc1
  -2.0 | -0.21 | 0.98
79: COc1ccc(NS(=O)(=O)CC(C)C)c(OC)c1
  -23.1 | 0.81 | 0.58
80: Cc1cc(Cl)ccc1NC(=S)N1CCN(Cc2ccccc2)CC1
  / | 0.25 | 0.27

Part of the list above, with one line to a screen:
57	Cc1cc(Nc2cccc(F)c2)nc(-c2ccccc2O)n1
58	CCCCCOc1ccc(C(=O)NC(CCC)C(=O)O)cc1 (stereo not given)
59	CCC(=O)Nc1ccc(NC(=O)Cc2ccccc2)cn1
60	O=C(N/N=C/c1nn(-c2ccccc2)cc1-c1ccccc1)c1ccncc1
61	COc1ccc(Cl)cc1N(CC(=O)N/N=C/c1ccc(OC(C)C)cc1)S(=O)(=O)c1ccc(C)c([N+](=O)[O-])c1
62	O=C(COc1ccc(-c2nnco2)cc1)N1CCN(S(=O)(=O)c2ccccc2)CC1
63	O=C(N/N=C\c1cccnc1)c1cc(-c2ccc(Cl)s2)[nH]n1
Screen / compound no. | 57 | 58 | 59 | 60 | 61 | 62 | 63
Insulin prom inh | -107.1 | / | 4.8 | / | -28.9 | / | -25.0
sdo1 growth | -1.53 | -0.27 | 1.02 | -1.41 | 0.05 | 0.41 | /
sdo1 growth Rescue 24 h | -1.19 | -1.14 | 1.05 | -0.41 | -0.42 | 0.24 | /

64	O=S(=O)(NCC(Nc1ccc(Cl)cc1)c1ccccc1)c1ccccc1 (stereo not given)
65	COc1ccc(S(=O)(=O)N2CCSC2c2ccc(OC)c(OC)c2)cc1 (stereo not given)
66	CCOC(=O)CNC(=O)CSc1cc(C)nc2ccc(OC)cc12
67	COc1cc(/C=C2\SC(=Nc3ccc(F)cc3)N(c3ccc(F)cc3)C2=O)ccc1OCC(=O)O
68	CC1(C)CNC(=O)c2sc(N3CCCCC3)nc2C1
69	Cc1cc(Cl)ccc1NC(=O)Nc1c(C)n(-c2ccccc2)c(=O)n1C
70	Oc1ccc(-c2[nH]ncc2-c2ccc(Cl)cc2)c(O)c1
Screen / compound no. | 64 | 65 | 66 | 67 | 68 | 69 | 70
Insulin prom inh | -50.0 | / | -7.7 | 0.0 | / | 7.0 | 57.6
sdo1 growth | -1.15 | -0.9 | / | / | 0.84 | 0.37 | -1.27
sdo1 growth Rescue 24 h | 0.37 | -0.96 | / | / | 1.44 | -0.72 | -0.59

71	N#CCOc1nc(N2CCOCC2)nc(N2CCOCC2)n1
72	O=C(CSc1ccc(-c2ccco2)nn1)Nc1ccccc1
73	CC1(C)CC(=O)C2=C(C1)N(c1ccccc1C#N)C(N)=C(C#N)C2c1cccs1 (stereo not given)
74	CCOC(=O)N1CCC(N2CCN(c3cc(C)ccc3C)CC2)CC1
75	Cn1c(=O)c2cc(S(=O)(=O)N3CCOCC3)ccc2n(C)c1=O
76	O=C1N/C(=N\N=C\c2cccnc2)SC1Cc1ccc(SC(F)F)cc1 (stereo not given)
77	CC(=O)N/N=C/c1cc([N+](=O)[O-])ccc1OCCOc1ccccc1
Screen / compound no. | 71 | 72 | 73 | 74 | 75 | 76 | 77
Insulin prom inh | 24.3 | ? | 40.0 | -16.2 | -276.9 | -1.8 | /
sdo1 growth | 0.54 | / | 0.78 | 0.01 | 2.1 | -1.27 | -1.78[8 µM]
sdo1 growth Rescue 24 h | 0.38 | / | 1.2 | -0.1 | 1.41 | -0.56 | -1.39

78	COc1ccc(-c2nsc3c(SCc4ccccc4)ncnc23)cc1
79	COc1ccc(NS(=O)(=O)CC(C)C)c(OC)c1
80	Cc1cc(Cl)ccc1NC(=S)N1CCN(Cc2ccccc2)CC1
Screen / compound no. | 78 | 79 | 80
Insulin prom inh | -2.0 | -23.1 | /
sdo1 growth | -0.21 | 0.81 | 0.25
sdo1 growth Rescue 24 h | 0.98 | 0.58 | 0.27

Looked up above.
#67 @ Insulin prom inh = 0.0
#74 @ Insulin prom inh = -16.2

Entries listed so far marked active in Insulin prom inh:
Results follow in this order: Insulin prom inh | sdo1 growth | sdo1 growth Rescue 24 h
50: Cc1[nH]nc2ncc(C(=O)c3ccccc3O)cc12
  80.0* | -0.53 | -0.75

Assay outcomes (PubChem BioAssay)

An excerpt. The share of hits here may be higher or lower than overall.
